bCat nuc transl = modulators of beta-catenin nuclear translocation | HeLa beta-catenin nuclear translocation, immunofluorescence imaging | nuclear translocation activity, % at 5 µM | 190,000 compounds, 0.3% hits | AID 1665;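 active = nuclear translocation activity above 50% at 5 µM, with a well cell count of 50 or more; inconclusive = wells under 50 cells across six images, flagged as toxic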;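 note: per-cell ratio of nuclear to cytoplasmic median beta-catenin stain intensity; plate controls were DMSO negative control for no effect and GSK-3 inhibitor IX positive control for full effect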
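Read-out: Nuclear/cytoplasmic beta-catenin signal ratio, % activation | Assay system: Human HeLa cell line | Times: 24 h compound exposure at 37°C, 5% CO2 | Signal: Fluorescence imaging of beta-catenin antibody stain plus DAPI | Dosing: 5 µM primary, 0.02–20 µM confirmation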
Ins promoter up = MIN6 insulin promoter up-regulation. MIN6 insulin promoter-GFP reporter, high-content imaging; stronger effect = higher value. z-score at 5 µM. 190,000 compounds, 0.3% hits;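 active = z-score above 3 at 5 µM with at least 500 cells counted in the well; inconclusive = wells under 500 cells, flagged as cytotoxic or low count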
Hep lipid drop = modulators of hepatic lipid droplet formation; 240,000 compounds, 0.4% hits; inhibition, % at 6.5 µM; AML12 mouse hepatocytes, oleate lipid droplets, BODIPY imaging; AID 1656;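 active = lipid droplet intensity inhibited by at least 50%, with more than 500 cells counted; inconclusive = wells with under 300 cells, treated as cytotoxic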
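Assay system: AML12 hepatocytes (mouse) / Also added: 100 µM oleic acid challenge / Times: overnight treatment with compound plus oleate / Detection: high-content imaging of BODIPY-stained droplets and DAPI nuclei / Evaluation: % inhibition of lipid droplet signal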
T cell modulator = T cell immune modulators affecting CD8 T cell-vesicle binding; 2C CD8+ T cell-vesicle binding, flow cytometry; stronger effect = lower value; calls only at 7 µM; AID 2052; 330,000 compounds, 0.068% hits;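 active = response, share of CD8 T cells binding vesicles, and their 90th percentile fluorescence all below set limits, cut at about 80% in these data, passing the limit was not always enough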
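Read-out – percent CD8+ FL2 mean versus row control · System – murine 2C transgenic CD8+ T lymphocytes · Times – 1.5 h cell–vesicle binding at 37 °C, then 20 min icy labelling · Control set – naked vesicles low, QL9 vesicles with vehicle high · Detection – cytometric PE anti-B7-1 and Alexa647 anti-CD8 signals after 1% paraformaldehyde fixation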
West Nile antiviral = West Nile virus antiviral activity, cell-based, CPE readout (AID 1621); West Nile virus-infected cells, CPE inhibition; higher % means a stronger effect; CPE inhibition, % at 10 µM, or IC50 in µM where a hit was titrated; 290,000 compounds, 0.02% hits; in the data active = a potency from the dose series; inconclusive = CPE inhibition mostly from about 3.7% at the one dose, without a potency; inactive = the rest, 99 in 100 with CPE inhibition below about 2.2%; note: strong numbers were not always called active
MT stabilizer = stabilizes microtubules in HeLa cells | HeLa tubulin immunostaining HCS, 24 h; share of cells brighter than vehicle mean+2SD | % tubulin-high responders, % at 10 µM | 200,000 compounds, 0.83% hits;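 active = plate Z-score above 3 for both tubulin-high and condensed-nucleus cell shares, with cell loss under 80%, at 10 µM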;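 note: anti alpha tubulin signal scored within the nucleus-defined area of each cell; some results filed as inactive read as strong as hits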
Myeloid diff MLP = compounds promoting myeloid differentiation; ER-HoxA9 myeloid progenitors, lysozyme-GFP differentiation, flow cytometry; calls only at 10 µM; 360,000 compounds, 1% hits;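 active = normalized GFP-positive differentiation at or above the plate's own cutoff, the solvent-only control mean plus 3 SD; inconclusive = no clear call, values can overlap the other calls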;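 note: cells exposed to compound for four days before flow analysis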
WT yeast gro inh = growth inhibition of WT yeast, mitochondrial fusion screen | 190,000 compounds, 2.1% hits | mitochondrial fusion phenotypic screen, WT strain | inhibition, % at 10 µM; in the data active = inhibition above about 58%; tested in S. cerevisiae
Autophagy mod = alters autophagy in cells; 190,000 compounds, 0.98% hits; MEF GFP-LC3 puncta imaging; test concentration mostly 10 µM; calls only at 10 µM (by protocol);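 active = percentage of spot-positive cells more than 3 SD above its plate mean, without a fluorescence outlier flag or 80% toxicity; inconclusive = no clear call, values can overlap the other calls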;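 note: spot-positive cell cutoff set from DMSO-treated cells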
WT yeast gro inh mutant strain = second read-out of WT yeast gro inh, no call of its own (marks repeat the call); inhibition, %; mitochondrial fusion phenotypic screen, mutant strain inhibition
Ins promoter up cell count = further read-out of Ins promoter up, marked with its call; cell count; measured here: cytotoxicity, nuclei count;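 total cells summed across four imaged fields per well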
Hep lipid drop cells 6.5 µM = recorded beside Hep lipid drop, whose call it bears; cell count; measured here: cell count, cytotoxicity flag;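 cells counted across two imaged fields per well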
bCat nuc transl cell count 5 µM = further read-out of bCat nuc transl, marked with its call; cell count; measured here: cell count, cytotoxicity flag
T cell modulator vesicle-bound % = recorded beside T cell modulator, whose call it bears; double positive events, %; measured here: CD8+ vesicle-bound cell fraction;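 binding gate set so that unloaded-vesicle control wells show 10% double positive cells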
MT stabilizer Hoechst-high % = recorded beside MT stabilizer, whose call it bears; % Hoechst-high responders; measured here: nuclear condensation Hoechst responders;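 share of cells brighter than vehicle mean plus two SD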
MT stabilizer cytotoxicity % = also measured in MT stabilizer; calls as there; toxicity, %; measured here: cytotoxicity by cell density;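 0% = mean cell density of plate MIN control wells and 100% = no cells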
Autophagy mod cell loss 18 h = further read-out of Autophagy mod, marked with its call; toxicity, %; measured here: cell loss, nuclei count;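 cell loss after 18 h compound exposure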
Myeloid diff MLP GFP+ MAC1+ % = second read-out of Myeloid diff MLP, no call of its own (marks repeat the call); GFP+ MAC1+ double positive, %; measured here: differentiation confirmed by MAC1 staining
An asterisk follows results filed as active; i = inactive; ? = inconclusive; . = no result given; + = active, no number.

smiles,bCat nuc transl cell count 5 µM,Autophagy mod cell loss 18 h,Hep lipid drop cells 6.5 µM,West Nile antiviral,MT stabilizer,Ins promoter up,WT yeast gro inh mutant strain,Ins promoter up cell count,MT stabilizer Hoechst-high %,Myeloid diff MLP GFP+ MAC1+ %,Myeloid diff MLP,Hep lipid drop,Autophagy mod,MT stabilizer cytotoxicity %,bCat nuc transl,T cell modulator vesicle-bound %,T cell modulator,WT yeast gro inh
Cc1ccc(C2C(C(=O)c3cccs3)=C(O)C(=O)N2CCN2CCOCC2)o1 (stereo not drawn),.,-2.2,628,0.4%,2.9,1.39,-7.3,1206,2.5,0.4,i,5.4,i,21.6,.,57.1,i,-3.8
CC(C)NC(=S)N/N=C/c1c[nH]c2ccccc12,912,-3.1,635,-1.3%,1.7,-0.2,9.2,1028,2.3,0.4,i,6.1,i,4.2,2.7,13.6,i,-6.4
CCCCCn1c(CN2CCN(C(=O)OCC)CC2)nc2c1c(=O)n(C)c(=O)n2C,.,1.8,.,-0.6%,1.6,.,.,.,2.5,7.0,i,.,i,4.3,.,9.4,i,.
CCc1nonc1NC(=O)c1oc2cc(C)c(C)cc2c1C,.,.,745,0.5%,.,.,.,.,.,1.6,i,-2.1,.,.,.,37.3,i,.
CCCCNC(=S)NC(=O)c1ccccc1Br,946,5.9,686,-0.8%,2.9,-1.1,-9.8,1440,2.0,0.6,i,12.2,i,2.6,-2.3,34.8,i,4.0
O=S(=O)(c1ccc2nc(N3CCN(c4ccc(F)cc4)CC3)ccc2c1)N1CCCCC1,.,.,688,0.1%,.,.,.,.,.,1.1,i,-2.5,.,.,.,43.2,i,.
CC1(C)C(=O)Nc2ccccc2N1C(=O)COC(=O)c1cc(S(=O)(=O)N2CCOCC2)ccc1F,1149,30.1,704,0.0%,4.2,-0.37,11.4,1418,2.0,0.7,i,5.7,i,7.9,-4.3,32.4,i,12.9
CCN1C(c2ccccc2)=C(c2ccccc2)S/C1=C/C=C1\SC(=S)N(C)C1=O,.,-2.4,763,.,27.7,.,30.5,.,2.1,2.7*,+,22.2,i,3.6,.,.,.,32.7
COc1ccc(C(=O)C[n+]2cccc(Br)c2)cc1,1305,.,800,0.3%,.,-0.07,.,1040,.,0.6,i,2.5,.,.,-1.1,62.3,i,.
CN1C(=O)c2ccccc2N(C)C1c1ccc2c(c1)OCO2 (stereo not drawn),1108,11.5,.,-0.1%,1.7,0.65,-3.9,1270,1.8,0.0,i,.,i,0.1,-0.5,24.4,i,25.3
CCCOc1ccc(C2NC(=S)NC(c3ccccc3)=C2C(=O)Nc2ccc(C)cc2)cc1OC (stereo not drawn),1080,1.5,678,-0.7%,6.8,-1.3,11.6,1439,0.9,0.8,i,8.8,i,7.1,2.1,42.4,i,14.0
COc1ccc(CC(=O)NCc2csc(-c3cccs3)n2)cc1OC,1306,.,714,-1.2%,.,.,.,.,.,0.5,i,-2.4,.,.,-0.6,6.4,i,.
Cc1c(C(=O)N/N=C/c2ccccc2)sc(=S)n1C,1247,2.3,.,0.2%,0.9,-0.19,5.1,1593,1.8,0.6,i,.,i,5.7,1.1,28.1,i,17.2
CNc1nc(-c2ccc([N+](=O)[O-])cc2)cs1,1413,-27.6,.,0.3%,2.3,0.3,0.3,1262,2.2,0.1,i,.,i,0.5,0.7,15.9,i,6.0
CCOc1ccc(-n2c(Cc3cc(=O)[nH]c(=O)[nH]3)nnc2SCC(=O)NC2CCCC2)cc1,.,15.9,.,0.0%,5.1,-1.06,0.4,889,1.5,1.0,i,.,i,6.9,.,69.8,i,0.8
O=C(COC(=O)c1ccc[nH]c1=O)NC1CCCC1,1035,5.8,.,0.5%,2.4,-0.22,-7.2,1433,3.1,0.6,i,.,i,9.2,-7.6,51.0,i,3.5
CC(OC(=O)C1CCC(=O)N1)C(=O)Nc1cc(Cl)cc(Cl)c1 (stereo not drawn),1054,20.7,702,-0.4%,5.1,-0.12,14.4,1443,1.7,0.9,i,7.9,i,7.7,-0.1,45.4,i,-7.8
COc1cccc(NC(=O)[C@H](NC(=O)[C@@H]2Cc3ccccc3CN2)c2ccccc2)c1,.,.,683,-0.1%,.,.,.,.,.,3.1,i,23.1,.,.,.,26.6,i,.
CC(C)OC(=O)CC1C(=O)NCCN1C(=S)NC(=O)c1ccc(F)cc1 (stereo not drawn),970,22.0,756,0.3%,2.4,0.16,1.0,1533,2.5,0.7,i,7.8,i,7.4,4.2,31.8,i,-13.5
COc1cc(/C=N/NC(=O)C(N)=O)cc(OC)c1O,1086,3.1,666,-0.3%,2.0,0.25,6.0,1551,2.8,0.6,i,4.9,i,10.7,-5.4,43.3,i,17.0
CC(=O)Nc1ccc(S(=O)(=O)Nc2ccc(Cl)cn2)cc1,.,.,775,-0.1%,.,.,.,.,.,0.5,i,-26.3,.,.,.,48.5,i,.
CCOC(=O)c1cc(-c2ccccc2)nn1CCC#N,980,-1.4,691,-0.7%,4.8,-0.51,9.1,1215,3.5,0.5,i,4.3,i,8.6,1.2,55.5,i,-19.6
CCCCOc1ccc(Nc2cc(Cl)ccc2C(=O)O)cn1,1269,.,687,0.2%,.,-0.75,.,949,.,0.8,i,1.9,.,.,-0.5,38.1,i,.
O=C(COc1ccccc1[N+](=O)[O-])Nc1ccc(CN2CCOCC2)cc1,792,-29.2,633,-1.5%,2.2,-1.25,4.6,1578,1.0,0.8,i,2.9,i,6.4,10.5,63.2,i,4.3
COC(=O)c1[nH]c2cc(OC)c(OC)cc2c1NC(=O)Oc1ccccc1,1170,-0.2,756,0.1%,1.1,0.23,-9.1,810,1.4,1.3,i,10.4,i,6.6,-0.6,59.6,i,-6.9
CCOC(=O)c1cccc(C(=O)OCC)n1,.,-11.1,.,.,1.7,.,-31.1,.,2.1,1.2,i,.,i,9.8,.,33.2,i,-25.7
Cc1cccc(NC(=O)C2CCCN2C(=O)Oc2ccccc2)c1 (stereo not drawn),.,22.4,772,-0.1%,2.8,0.42,6.6,845,1.1,1.1,i,-11.0,i,9.3,.,13.5,i,-5.4
COc1ccccc1N1CCN(C(=O)CSc2nnc3c4ccccc4nc(Cc4ccccc4)n23)CC1,1059,-0.8,655,-0.2%,1.6,-0.39,-3.1,1506,3.1,.,.,1.1,i,9.5,-0.1,47.7,i,16.9
O=C(Nc1cccc(C(F)(F)F)c1)C1CCN(S(=O)(=O)c2ccc(N3CCCC3=O)cc2)CC1,.,.,686,1.1%,.,.,.,.,.,0.8,i,-19.3,.,.,.,17.3,i,.
CCN(CC)c1ccc(/C=N/NC(=O)c2cccc(S(=O)(=O)Nc3ccccc3OC)c2)c(O)c1,.,19.2*,465,?,4.9,?,13.5,.,1.9,.,?,-22.0,+,35.7,.,55.1,i,39.1
CC(C)NC(=O)c1cc2n(n1)C(C(F)(F)F)CC(c1ccco1)N2 (stereo not drawn),1091,36.6,726,-0.4%,2.0,0.34,-2.8,1225,0.9,0.5,i,10.9,i,8.5,-2.8,36.7,i,-4.8
O=C(Cn1ccc2cc(S(=O)(=O)N3CCCC3)ccc21)NCc1ccco1,.,.,729,0.5%,.,.,.,.,.,0.4,i,-2.1,.,.,.,54.5,i,.
C=C(C)COc1ccc(-c2n[nH]c(C)c2Oc2ccccc2OC)c(O)c1,1462,-3.7,.,1.5%,6.9,0.68,-22.9,997,1.6,0.5,i,.,i,2.5,1.1,52.1,i,10.5
COC(=O)c1cc(S(=O)(=O)NCC2CCN(Cc3cccc(Cl)c3)CC2)c[nH]1,.,.,725,-0.3%,.,.,.,.,.,2.5,i,8.5,.,.,.,45.6,i,.
CC(=O)n1nc(-c2cccc(C)c2)nc1SCC(=O)Nc1ccccc1,886,-28.1,671,0.6%,2.5,1.2,21.0,1987,0.6,0.5,i,-11.9,i,4.9,1.6,11.2,i,6.2
Cc1ccc(S(=O)(=O)C2(C(=O)N(C)C3CCCCC3)CC2)cc1,1382,0.3,.,-0.5%,4.2,0.03,19.0,1348,3.0,10.9,i,.,i,8.7,2.0,19.6,i,21.6
CCS(=O)(=O)N1Cc2ccccc2CC1C(=O)Nc1nc2ccc(C)cc2s1 (stereo not drawn),969,-3.7,603,-1.4%,6.2,0.05,28.2,1319,4.9,3.1,i,-2.4,i,0.7,1.0,11.3,i,42.8
O=C(Cc1ccccc1)Nc1ccc(SC(F)F)cc1,1027,3.0,467,0.9%,5.0,0.52,-10.2,1518,3.0,0.4,i,1.5,i,9.1,-1.0,17.3,i,-6.2
COCCN1CCN(C(=O)c2cc(COc3cc(C)ccc3C)on2)CC1,.,.,743,-0.8%,.,.,.,.,.,1.5,i,-3.4,.,.,.,27.9,i,.
COc1ccc(NC(=O)C2C3C=CC4(O3)C2C(=O)N(CCN2CCCCC2C)C4C(=O)NC2CCCCC2)cc1 (stereo not drawn),.,.,809,0.0%,.,.,.,.,.,1.1,i,-23.0,.,.,.,31.3,i,.
CCOC(=O)c1c(-c2ccccc2)oc2ccc(OCC(N)=O)cc12,.,.,783,-0.8%,.,.,.,.,.,0.2,i,1.1,.,.,.,46.8,i,.
CC1(C)Oc2ccc(C(=O)NNC(=O)Nc3ccccc3)cc2NC1=O,.,.,825,0.1%,.,.,.,.,.,0.7,i,-6.4,.,.,.,35.2,i,.

Screens (PubChem BioAssay)
